Nrf2 ARE act: activates Nrf2 signaling | AREc32 ARE-luciferase reporter (MCF7-derived line), luminescence, 24 h | Potency, µM (titrated, usually from 46.1 µM), inactives show at the highest dose activation, actives largely listed as activators | 410,000 tested, 0.31% active; note: potency is the fitted concentration of half-maximal effect; % of control where 0% means no effect; nearly all actives have a fitted effect of over 65% in size
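Quantitative high-throughput format: AREc32 reporter cells, 1000 per well, received compound by pin transfer and were incubated 24 hr at 37 deg C, 5% CO2, before Steady-Glo luminescence detection.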
TGFb SMAD3 inh: blocks TGF-b signaling; HepG2 CAGA-GFP TGF-b/SMAD3 reporter, GFP fluorescence, 18 h; TGF-beta stimulated, 500 pg/mL final; Potency, µM (highest dose often 46.1 µM), without a hit: at the highest dose activity, negative = inhibition, hits mostly inhibitors; 410,000 tested, 1.2% active; AID 588855; note: potency is the fitted concentration of half-maximal effect; % is set by controls: 0 for no effect and ±100 for the full control effect; nearly all actives have a fitted effect of over 65% in size
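Using HEPG2 CAGA-GFP reporter cells at 1000 cells/well, we pinned test compounds, stimulated with recombinant TGF-beta (500 pg/mL final) and measured total well GFP after 18 h.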
MCF10A rerep: DNA re-replication induction in MCF 10a cells | MCF 10A DNA re-replication, Hoechst nuclear intensity, 48 h | AID 624296 | Potency, µM (highest dose often 46.1 µM), for the others: top-dose activity, positive = re-replication, most hits filed as activators | 350,000 tested, 2.9% active; note: potency is the fitted concentration of half-maximal effect; % of control where 0% means no effect; nearly all actives have a fitted effect of over 50% in size
A549 tox: kills or reduces viability of A549 cells in Nrf2 counter-screen; A549 ARE-Fluc cells, CellTiter-Fluor viability, 18-24 h; Potency, µM (titrated, usually from 46 µM), without a hit: at the top dose activity change, negative = cytotoxicity, hits mostly inhibitors; 390,000 tested, 0.16% active; AID 504648; note: potency is the fitted concentration of half-maximal effect; % is set by controls: 0 for no effect and ±100 for the full control effect
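Cytotoxicity counterscreen: CellTiter-Fluor fluorescence was measured in A549 ARE_Fluc cells after 18-24 h of compound exposure in a concentration series. The subsequent BugLite luminescent read reports ARE-luciferase activity.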
ATXN viability: cell viability loss in ATXN counter-screen; S2 cells (HEK-293 line with an ATXN2-luciferase reporter) viability, CellTiter-Fluor protease fluorescence, 24 h; Potency, µM (series often up to 56.7 µM), hits mostly cytotoxic; 400,000 tested, 0.49% active; AID 651635; note: potency is the fitted concentration of half-maximal effect; nearly all actives have a fitted effect of over 40% in size
Nrf2 block: Nrf2 pathway inhibition | 360,000 tested, 2.1% active | A549 ARE-Fluc reporter, luciferase luminescence, 18-24 h | AID 504444 | Potency, µM (series often up to 46 µM), inactives show top-dose activity change, negative = inhibition, usual class: inhibitors; note: potency is the fitted concentration of half-maximal effect; % is set by controls: 0 for no effect and ±100 for the full control effect; nearly all actives have a fitted effect of over 60% in size
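Reporter: ARE-Fluc in A549. Exposure: 18-24 h, 37 °C, 5% CO2, 5% FBS OPTI-MEM. Readouts: fluorescent cytotoxicity (CellTiter-Fluor), then luminescent Nrf2 signal after BugLite.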
HepG2 tox: HepG2 cytotoxicity, counter-screen for TGF-b inhibitors; HepG2 CAGA-GFP viability, ATP luminescence, 18 h; Potency, µM (top dose mostly 46.1 µM), without a hit: at the highest dose activity change, negative = cytotoxicity, usual class: cytotoxic; 410,000 tested, 0.76% active; AID 588856; note: potency is the fitted concentration of half-maximal effect; some results filed as inactive show a strong effect at the top dose
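HepG2 CAGA-GFP cells (1000/well, DMEM with 1% FBS) received compound, then TGF-beta at 500 pg/mL final, and were incubated 18 hours at 37 degrees C. Viability was read by CellTiter-Glo luminescence. Media-only wells were set as complete cell-killing and DMSO as no toxicity.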
ATXN2 expr inh: reduces ATXN2 reporter expression in HEK-293 cells. HEK-293 ATXN2-luciferase reporter, luminescence, 24 h. Potency, µM (titrated, usually from 57 µM), for inactives: at the top dose activity change, negative = inhibition, usual class: inhibitors. 360,000 tested, 0.72% active; note: potency is the fitted concentration of half-maximal effect; % is set by controls: 0 for no effect and ±100 for the full control effect; nearly all actives have a fitted effect of over 55% in size
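ATXN2-luciferase reporter cells (luciferase flanked by upstream and downstream ATXN2 gene portions) were treated 24 h at 37 °C with compounds at up to 57 uM. SteadyGlo luminescence gave expression; GF-AFC fluorescence gave viability.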
IL-1B inflam inh: inflammasome signaling inhibition, IL-1 beta readout; THP-1 LPS/ATP IL-1B secretion, AlphaLISA, 16 h; hits give low values; 360,000 tested, 4.7% active; activity change, % at 57.5 µM; AID 743279; in the data active = activity change below about -50%; inconclusive = mostly about -30% to -49%; note: % is set by controls: 0 for no effect and ±100 for the full control effect
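Secreted IL-1B measured by AlphaLISA bead assay after 16 h compound exposure of THP-1 cells; compounds (final up to 57.5 uM) added 1 h before LPS (250 ng/mL) and ATP (1.25 mM) stimulation; lower signal means less secretion.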
Starred values were filed as active, the others as inactive; i = inactive; ? = inconclusive; / = not tested or not shown; & = joins results of further samples; ! = a repeat was not active. Unless noted, calls come from the whole dose curve; as a rule, active = well fitted curve in the direction sought with a large enough effect; inconclusive = small, poorly fitted or top-dose-only effect, or another doubt; inactive = no such curve, though single readings can be large; an effect the other way counts as inactive or inconclusive. This is a random part of the collection (roughly 8.8% active in at least one column).

SMILES	Nrf2 ARE act	TGFb SMAD3 inh	MCF10A rerep	A549 tox	ATXN viability	Nrf2 block	HepG2 tox	ATXN2 expr inh	IL-1B inflam inh
CC(=O)Nc1ccc(OC(=O)c2ccco2)cc1	-0.7%	?	-7%	-11%	i	-7%	-13%	-3%	12
CC(C)Cn1c(=S)[nH]c2cc(C(=O)NCc3ccccc3F)ccc2c1=O	-0.2%	11%	15µM*	-5%	i	-7%	-1%	-5%	31
COc1ccc(CNC(=O)C/C(C)=N/NC(=O)Cc2ccc(OC)cc2)cc1	0.4%	?	2%	0%	i	2%	-3%	3%	6
O=C(NCc1ccccc1)c1ccc(NC(=O)C2CCCCC2)cc1	-0.4%	-13%	1%	1%	?	-1%	-12%	-10%	65
O=[N+]([O-])c1cc(Cl)ccc1NCCNS(=O)(=O)c1ccccc1	0.5%	13%	2%	-17%	i	9%	-13%	8%	-58*
CCc1cc(=O)oc2cc(C)c3c(C)coc3c12	0.0%	1%	0%	-10%	i	24%	-2%	13%	-25
COc1ccc(-c2nc(C)c(CCNS(=O)(=O)c3cc(C)c(C)cc3C)s2)cc1	0.3%	11µM*	/	-3%	?	/	-25%	?	/
O=C(COc1ccccc1F)Nc1nc(-c2ccccn2)cs1	0.6%	?	18%	?	?	?	0%	?	33
CCCCC(=O)Nc1ccc2c(c1)nc(CN1CCN(C(=O)OCC)CC1)n2C	-0.7%	-17%	0%	1%	i	1%	-15%	2%	26
COC(=O)c1ccc(-n2nnnc2SCC(=O)NCc2cccc(C(=O)O)c2)cc1	0.3%	-6%	-1%	/	i	5%	2%	1%	0
COC(=O)c1ccc(OC)c(CSc2nnc(COc3cccc(C)c3)o2)c1	0.2%	1%	20%	-14%	i	?	-9%	-10%	-1
Cc1cnc(NC(=O)c2c(Cl)cnn2C)s1	29%	23%	-3%	7%	i	11%	9%	4%	8
Cn1c(CNC(=O)Nc2ccccc2)nnc1SCc1ccccc1	0.8%	8%	-1%	1%	i	6%	-16%	14%	-3
O=C1COc2ccc(-c3cc(-c4ccccc4)c4c(n3)-c3ccccc3OC4)cc2N1	5.6%	-2%	/	1%	i	14%	-18%	0%	/
Cc1cc2cc(CNC(=O)c3ccco3)ccc2n1C	0.7%	-5%	1%	-5%	i	4%	-5%	4%	-3
O=C(COC(=O)c1cnc(Cl)c(Cl)c1)NC1CCCCCC1	0.0%	-1%	4%	-3%	i	8%	2%	-5%	-2
Fc1cc2nc(-c3ccncc3)[nH]c2cc1F	6.9%	15%	-3%	-1%	?	20%	6%	15%	-2
CC(=O)Nc1ccc(/C(C)=N/NC(=O)c2ccc(F)cc2)cc1	1.7%	19%	0%	1%	i	6%	14%	-4%	-15
Cc1ccc(NC(=O)c2cc(C(=O)Nc3ccc(C)cc3)n(C)n2)cc1	3.0%	19%	0%	7%	i	0%	11%	/	0
COc1ccc(CN(C)CCCn2ccc(N)nc2=O)cc1OC	-0.5%	12%	/	/	i	/	4%	8%	21
CCCc1nn2c(=O)cc(COC(=O)c3ccccc3NC(=O)COc3ccccc3F)nc2s1	0.3%	0%	/	1%	i	/	-1%	-7%	/
O=C(Nc1cccc(Cl)c1)Nc1nnc(-c2ccncc2)s1	-0.2%	7.9µM*	5.8µM*	?	/	?	-45%	?	9
Cc1ccc(S(=O)(=O)NCC(=O)OCc2csc(CC(=O)Nc3ccccc3C)n2)cc1C	0.4%	3%	0%	-1%	i	0%	-4%	/	-1
Cc1[nH][nH]c(=O)c1C(c1c(C)[nH][nH]c1=O)c1cn(Cc2ccc(F)cc2)c2ccccc12	?	-3%	?	-2%	i	-3%	-21%	-27%	-101*
O=C(NNC(=O)c1cc2ccccc2cc1O)Nc1ccc(Br)cc1	-0.7%	-9%	?	-4%	i	4%	-25%	4%	i

(cont.)
SMILES	Nrf2 ARE act	TGFb SMAD3 inh	MCF10A rerep	A549 tox	ATXN viability	Nrf2 block	HepG2 tox	ATXN2 expr inh	IL-1B inflam inh
Cc1ccc(C(=O)Oc2coc(CSc3nnc(NC(=O)C4CC4)s3)cc2=O)cc1C	-0.3%	-18%	?	2%	i	-20%	-7%	4%	-9
O=c1ccnc(SCCC(F)=C(F)F)[nH]1	0.0%	14%	?	1%	i	1%	5%	-10%	8
O=C(O)/C(=C\c1ccc2ccccc2c1)c1cccc2ccccc12	-0.7%	-26%	9%	3%	?	-17%	-21%	/	-1
COc1ccc(NC(=O)Cn2nnc(-c3ccccc3NS(=O)(=O)c3ccc(OC)cc3)n2)cc1	0.3%	0%	?	-24%	?	-36%	10%	-23%	40
Cc1ccccc1NC(=O)c1sc2nc3c(c(-c4ccco4)c2c1N)CCCC3	0.2%	-10%	?	9%	/	?	-1%	/	?
COc1ccc(N(CC(=O)Nc2ccc(C)cc2C)S(=O)(=O)c2ccccc2[N+](=O)[O-])c(OC)c1	2.3%	1%	4%	4%	i	?	-15%	1%	?
CC1=NN(C(N)=S)C(=O)C1N=Nc1ccc(Cl)cc1Cl (stereo not given)	2.7%	7%	0%	-16%	?	?	-37%	/	-6
FC(F)(F)c1cnc(NNC(=S)Nc2ccccc2)c(Cl)c1	2.9%	?	/	/	/	/	-62%	/	?
NC(=O)CCS(=O)(=O)c1ccc(Cl)cc1	-0.4%	9%	-2%	1%	i	-5%	-26%	-18%	6
CC(C)(C)NC(=O)CSc1nnc(-c2c[nH]c3ccccc23)o1	2.9%	-2%	21%	0%	i	12%	-93%	-9%	0
Nc1nc(N)nc(-c2cc(F)ccc2O)n1	-4.5%	?	?	-24%	i	?	0%	-23%	-99*
CCOc1ccc(-n2c(N)c(C(=O)NCc3cccnc3)sc2=S)cc1	-0.4%	-12%	2%	1%	i	1%	-6%	-5%	31
N/C(Cc1ccc([N+](=O)[O-])cc1)=N\OC(=O)C(c1ccccc1)c1ccccc1	17%	-24%	6%	?	/	?	-50%	?	?
CC1(C)CCC(C)(C)NC(=S)N1	-1.0%&-0.1%	19%	-1%	1%	i	7%	28%&-29%	0%	15
Cc1cccc(C)c1NC(=O)c1cc(S(=O)(=O)N2CCc3ccccc32)cn1C	-1.2%	-15%	-8%	6%	i	6%	-24%	-11%	16
COc1ccc(C(=O)Nc2cccc(OC)c2)cc1	-0.4%	9%	-7%	0%	i	/	-42%	6%	-13
Cc1cc(=O)n2c(-c3ccccc3C)n[nH]c2n1	2.6%	-23%	16%	-6%	i	7%	1%	6%	20
CCc1nn2c(=O)cc(COC(=O)c3ccccc3NC(=O)c3ccc(C(C)(C)C)cc3)nc2s1	-0.2%	0%	/	0%	/	/	-1%	/	/
Cc1ccc(S(=O)(=O)N2CC(=NO)C2)cc1	-0.3%	7%	-1%	0%	i	0%	17%	5%	16
Cc1ccc2c(c1)[C@H]1[C@H](CO2)[C@H](c2ccccc2)[C@]2(C)C(=O)N(Cc3ccco3)CC(=O)N12	2.7%	?	?	-5%	?	6%	-13%	-1%	-21
O=C1/C(=C/c2ccco2)SC(=S)N1c1cccnc1	?	-22%	-1%	-2%	i	-6%	-12%	1%	6
CNC(=O)c1cc2ccc(OC)cc2oc1=O	3.2%	-12%	2%	-12%	i	/	0%	12%	-14
Cc1csc2nc(CNC(=O)C3CC=CCC3C(=O)O)cn12 (stereo not given)	-0.5%	0%	-4%	0%	i	-6%	-13%	10%	25
C/C(=N/NC(=O)c1ccc(C)s1)c1cccc(NC(=O)COc2ccc(Cl)cc2C)c1	-0.3%	0%	?	-12%	?	-4%	-18%	-29%	-2
COc1ccc(-c2nnc(N)s2)cc1OC	0.7%	-9%	1%	0%	i	-6%	-10%	7%	-4

The list goes on (4 carried over from the part before).
SMILES	Nrf2 ARE act	TGFb SMAD3 inh	MCF10A rerep	A549 tox	ATXN viability	Nrf2 block	HepG2 tox	ATXN2 expr inh	IL-1B inflam inh
CNC(=O)c1cc2ccc(OC)cc2oc1=O	3.2%	-12%	2%	-12%	i	/	0%	12%	-14
Cc1csc2nc(CNC(=O)C3CC=CCC3C(=O)O)cn12 (stereo not given)	-0.5%	0%	-4%	0%	i	-6%	-13%	10%	25
C/C(=N/NC(=O)c1ccc(C)s1)c1cccc(NC(=O)COc2ccc(Cl)cc2C)c1	-0.3%	0%	?	-12%	?	-4%	-18%	-29%	-2
COc1ccc(-c2nnc(N)s2)cc1OC	0.7%	-9%	1%	0%	i	-6%	-10%	7%	-4
CN1CCN(C(CNC(=O)c2ccccc2F)c2ccc3c(c2)OCO3)CC1 (stereo not given)	-0.7%	-16%	/	6%	i	/	-7%	7%	/
Cc1ccc(NC(=O)COc2ncnc3c(Cl)cc(Cl)cc23)cc1[N+](=O)[O-]	0.5%	10%	14%	-8%	i	-5%	-4%	-20%	5
CC1=C/C(=N\NC(=S)Nc2cccnc2)CC(C)(C)C1	?	?	?	1%	i	-5%	-27%	-22%	50
O=C(c1cccs1)N(Cc1cccnc1)c1nc2c(F)cc(F)cc2s1	0.4%	0%	/	-19%	/	/	-21%	/	/
Cc1cccc(C)c1NC1=NCCCCC1	0.3%	-30%	1%	5%	i	27%	5%	-14%	-1
CSCC(=O)N1CCCC(N2CCN(c3ccc(F)cc3)CC2)C1 (stereo not given)	0.2%	5%	-2%	7%	i	0%	-14%	-6%	-9
O=C(CN1CCCC1)NN=C(c1ccccc1)c1ccccc1	-0.1%	4%	?	12%	i	6%	-8%	-21%	?
Cn1c(CSCc2ccc(F)cc2)nnc1SCC(=O)Nc1nccs1	1.8%	-2%	7%	?	i	18µM*	0%	-15%	14
NCCCNC(=S)NCCCN(Cc1ccc(Cl)cc1)c1ccc(Br)cn1	-4.1%	?	/	13%	35µM*	23%	18µM*!	?	/
Cn1nc(C(=O)Nc2nc(-c3ccc(F)cc3)cs2)ccc1=O	0.3%	?	0%	-14%	i	?	-15%	/	?
COc1ccccc1NS(=O)(=O)c1ccc(O)c(C(=O)OCC(=O)c2ccc(Cl)cc2Cl)c1	0.1%	4%	3%	0%	i	-1%	6%	/	12
